Screens deposited in PubChem BioAssay by several laboratories.
DNMT1 inh = DNMT1 (human) enzyme inhibition. 0.83% of 360,000 active. inhibition (reported as % activation of signal), % at 10 µM. DNMT1 molecular beacon, Hinp1I cleavage, fluorescence; in the data active means inhibition above about 50%
CSN inh = inhibitors of human CSN-mediated cullin deneddylation. Q92905. Purified CSN, SCF-Nedd8-OG deneddylation, fluorescence polarization. inhibition, % at 12.5 µM. 0.38% of 360,000 active. AID 651999;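 active means pattern-corrected inhibition above about 35%, with an unprinted fluorescence ratio check between 0.5 and 1.5, limit read from the data, passing the limit was not always enough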;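 further: 0% = enzyme with substrate and 100% = substrate without enzyme; some results filed as inactive read as strong as hits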
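Material: purified human Csn5 enzyme expressed in HEK293T cells / Medium: Tris buffer pH 7.5, NaCl, DTT, Tween-20, trehalose, ovalbumin / Compound dosing: 12.5 µM single point / Schedule: 90 min incubation of compound, enzyme and substrate at room temperature / Signal: fluorescence polarization of the substrate / Control set: no-enzyme wells high, enzyme-with-substrate wells low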
SUMO1-SIM PPI = SUMO1-SIM interaction modulation. P63165. 0.33% of 360,000 active. inhibition, % at 20 µM. AID 602429. SUMO1 binding to a labelled peptide, TR-FRET, 1 h; in the data active means inhibition above about 37%
Target sequence (P63165 whole entry, looked up): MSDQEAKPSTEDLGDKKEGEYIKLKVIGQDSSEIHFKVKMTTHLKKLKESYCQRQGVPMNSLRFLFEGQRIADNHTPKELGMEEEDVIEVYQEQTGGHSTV
NadD inh = NadD (S. aureus) enzyme inhibition | purified NadD enzyme, colorimetric absorbance read-out | inhibition, % at 20 µM | 0.78% of 360,000 active | AID 602399; in the data active means inhibition above about 26%; further: some compounds past the cut are filed as inactive
MsrA inh = bovine MsrA inhibition; purified bovine MsrA, absorbance read-out; 0.75% of 360,000 active; inhibition, % at 15.5 µM; in the data active means inhibition above about 4.5%;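 further: 0% = vehicle wells with enzyme and 100% = reference inhibitor wells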
STEP block = blocks human striatal-enriched tyrosine phosphatase | P54829 | recombinant STEP, OMFP fluorogenic substrate, fluorescence | inhibition, % at 20 µM | 0.25% of 360,000 active | AID 588621;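 active means inhibition at 20 µM, scaled per plate between control wells, above about 37%, limit read from the data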;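 further: 0% = DMSO with enzyme and substrate and 100% = substrate only without enzyme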
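medium = Bis-Tris buffer pH 6.0, 2.5 mM DTT, 0.005% Tween 20 | test system = STEP (striatal-enriched tyrosine phosphatase) enzyme, cell-free | measure = normalized % inhibition | compound dosing = 20 µM, 1% DMSO | also added = 25 µM OMFP | schedule = reaction 20 min, ambient temperature | measured by = fluorescence read at 480 nm ex / 540 nm em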
Scp1 inh = inhibitors of human Scp-1 phosphatase; Recombinant Scp1, phosphopeptide, malachite green phosphate absorbance; AID 493091; inhibition, % at 20 µM; 0.88% of 340,000 active;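 active means inhibition above about 50% at 20 µM, limit read from the data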;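 further: plate controls were DMSO wells with enzyme for no effect and wells lacking enzyme for full effect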
Target sequence (Q9GZU7 76-261 limits assumed): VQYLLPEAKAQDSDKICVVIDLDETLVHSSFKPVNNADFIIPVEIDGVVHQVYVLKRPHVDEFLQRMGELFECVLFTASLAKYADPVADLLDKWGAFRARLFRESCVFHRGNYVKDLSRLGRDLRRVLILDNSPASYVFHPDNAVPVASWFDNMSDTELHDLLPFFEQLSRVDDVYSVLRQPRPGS
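Times: enzyme reaction 45 min at room temperature, colour 5 min, stabilisation 30 min. Material: SCP-1 catalytic fragment, aa 76-261. Medium: Acidic Tris acetate buffer with magnesium and detergent. Signal: colorimetric free-phosphate detection, absorbance 630 nm. Read-out basis: % inhibition of SCP-1 phosphate liberation. Reagent: Phosphorylated 17-residue peptide substrate.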
LMPTP inh = blocks human LMPTP phosphatase; recombinant LMPTP-A, OMFP fluorogenic substrate, fluorescence intensity; 0.22% of 360,000 active; P24666; inhibition, % at 20 µM;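 active means compounds that cut the enzyme signal by at least half of the control window in the single-dose screen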;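 further: plate controls were DMSO wells with enzyme plus substrate for no effect and substrate without enzyme for full effect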
Target sequence (P24666 whole entry, looked up): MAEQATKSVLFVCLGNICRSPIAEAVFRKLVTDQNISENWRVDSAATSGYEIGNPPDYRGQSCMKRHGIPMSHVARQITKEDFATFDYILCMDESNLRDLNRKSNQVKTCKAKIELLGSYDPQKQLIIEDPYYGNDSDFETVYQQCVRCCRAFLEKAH
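Test system: LMPTP-A phosphatase enzyme. Amount: LMPTP-A at 0.625 nM final in the reaction. Reagent: OMFP substrate, 400 µM final. Times: 50 min at room temperature. Signal: endpoint fluorescence intensity from OMFP dephosphorylation. Read-out basis: % inhibition. Benchmarks: no-enzyme and uninhibited controls.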
Tb MetRS inh = blocks T. brucei methionyl-tRNA synthetase activity | inhibition, % at 11.9 µM | purified T. brucei MetRS, ATP depletion, Kinase-Glo luminescence | AID 624268 | 0.4% of 360,000 active;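 active means inhibition above a per-plate cutoff of the control wells' mean inhibition plus 3 SD, cut at about 5.5% in these data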;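 further: 0% = DMSO wells median and 100% = median of wells with control inhibitor compound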
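Measured by: Kinase-Glo luciferase luminescence reporting remaining unconsumed ATP. Material: purified T. brucei MetRS enzyme. Doses: 11.9 µM compound single dose, 0.9% DMSO. Medium: HEPES buffer containing pyrophosphatase, BSA, spermine, DTT. Times: 15 min preincubation, 2 h reaction, all 25 °C. Reagent: methionine, ATP and bulk E. coli tRNA.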
Rpn11 block = blocks the human proteasome subunit Rpn11; human 26S proteasome, Ub4-pepOG fluorescence polarization; 20S core pre-blocked with epoxomicin; calls only at 20 µM; O00487; 0.59% of 360,000 active;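 active means inhibition at 20 µM, scaled to each plate's controls, above about 33%, limit read from the data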
Target sequence (O00487 whole entry, looked up): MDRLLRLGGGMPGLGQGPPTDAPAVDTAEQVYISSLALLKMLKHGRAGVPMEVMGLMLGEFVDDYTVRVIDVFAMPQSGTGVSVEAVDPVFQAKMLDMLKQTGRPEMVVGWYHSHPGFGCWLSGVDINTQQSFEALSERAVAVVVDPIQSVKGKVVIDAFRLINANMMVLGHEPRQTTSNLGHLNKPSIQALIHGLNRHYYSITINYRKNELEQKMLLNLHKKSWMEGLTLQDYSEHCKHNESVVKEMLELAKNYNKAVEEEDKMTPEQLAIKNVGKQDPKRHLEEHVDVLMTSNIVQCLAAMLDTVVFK
Starred values were filed as active, the others as inactive; i = inactive; nt = not tested or not shown; + = active, no number.

SMILES	DNMT1 inh	CSN inh	SUMO1-SIM PPI	NadD inh	MsrA inh	STEP block	Scp1 inh	LMPTP inh	Tb MetRS inh	Rpn11 block
CN(CC(=O)Nc1ccccc1Sc1ccccc1)Cc1nc2ccccc2c(=O)[nH]1	2	-4	0	-6	0.5	1	-1	0.4	0.8	i
CC(C)NC(=O)N(C)C[C@H]1Oc2ccc(NC(=O)Nc3ccccc3)cc2C(=O)N([C@H](C)CO)C[C@@H]1C	2	1	-2	1	0.0	0	-3	-1.3	-0.1	i
CCOC(=O)N1CCC(NC(=O)CCc2nc(-c3ccc(C)cc3)no2)CC1	-2	5	1	3	nt	-1	-1	-0.2	-0.5	i
CCOc1ccc(NC(=O)C2CCCN(S(=O)(=O)c3cnc[nH]3)C2)cc1 (configuration not stated)	2	7	6	3	nt	2	-10	0.1	-0.8	i
COc1ccccc1C(O)Cc1nc2ccccc2n1C (configuration not stated)	3	-1	4	-1	0.2	-2	-4	0.9	-0.4	i
CCCNC(=O)N(C)C[C@@H]1Oc2ncc(-c3ccncc3)cc2C(=O)N([C@H](C)CO)C[C@@H]1C	12	11	8	16	0.3	-1	nt	-1.4	0.1	i
O=C(Cc1ccccc1[N+](=O)[O-])NCC(O)c1ccc2c(c1)OCO2 (configuration not stated)	2	6	-3	-1	1.8	-3	12	-1.9	-0.3	i
O=C(O)c1ccc(Nc2cnc3ccccc3n2)cc1	-1	-3	-5	-7	3.7	0	-7	-0.1	-1.2	i
COc1cc2c(cc1OC)C(c1ccccc1)N(C(=O)c1ccccc1)CC2 (configuration not stated)	3	2	-1	-6	-0.8	-1	-4	0.2	-0.5	i
O=C(Nc1ccc2c(c1)OCO2)c1cc(-c2ccccc2Cl)on1	3	5	-2	-12	-0.3	1	8	3.6	-0.5	i

Entries of single compounds, looked up by structure. Values in the order: DNMT1 inh, CSN inh, SUMO1-SIM PPI, NadD inh, MsrA inh, STEP block, Scp1 inh, LMPTP inh, Tb MetRS inh, Rpn11 block
COc1ccccc1C(O)Cc1nc2ccccc2n1C (configuration not stated) reads 3, -1, 4, -1, 0.2, -2, -4, 0.9, -0.4, i
CCOc1ccc(NC(=O)C2CCCN(S(=O)(=O)c3cnc[nH]3)C2)cc1 (configuration not stated) reads 2, 7, 6, 3, nt, 2, -10, 0.1, -0.8, i
CC(C)NC(=O)N(C)C[C@H]1Oc2ccc(NC(=O)Nc3ccccc3)cc2C(=O)N([C@H](C)CO)C[C@@H]1C reads 2, 1, -2, 1, 0.0, 0, -3, -1.3, -0.1, i
CN(CC(=O)Nc1ccccc1Sc1ccccc1)Cc1nc2ccccc2c(=O)[nH]1 reads 2, -4, 0, -6, 0.5, 1, -1, 0.4, 0.8, i

The results go on:
SMILES	DNMT1 inh	CSN inh	SUMO1-SIM PPI	NadD inh	MsrA inh	STEP block	Scp1 inh	LMPTP inh	Tb MetRS inh	Rpn11 block
CCOC(=O)c1cnc2ccc(Br)cc2c1NCCO	2	4	5	-6	0.8	-4	4	-1.3	-0.6	i
Cn1c(=O)c2ccccc2n(CC(=O)NC2CCCC2)c1=O	2	-3	1	0	-0.1	-3	-1	0.2	0.3	i
O=[N+]([O-])c1ccc(N2CCN(c3ccc(O)cc3)CC2)cn1	-3	-3	-27	0	0.8	-2	-12	8.3	0.0	i
CC1CCCN(C(=O)COc2ccc(-c3ccccc3)cc2)C1 (configuration not stated)	6	8	11	0	-1.0	2	5	1.5	-0.8	i
Cc1ccc(-n2nc(C)c3onc(C)c3c2=O)cc1	-2	-1	-1	-5	-0.8	0	-15	-1.4	-0.1	i
CC(C)CC(NC(=O)C(NC(=O)OC(C)(C)C)C(C)C)C(=O)N1CCCC1C(N)=O (configuration not stated)	0	-2	2	3	0.0	-1	3	-3.8	-0.9	i
CC1(C)CC(=O)C2=C(C1)NC(SCC(N)=O)=C(C#N)C21CCCCC1	-3	-9	1	2	1.6	0	-1	0.8	-1.3	i
CCCCC(c1nnnn1CC1CCCO1)N1CCN(Cc2ccccc2)CC1 (configuration not stated)	-2	2	-1	3	-0.8	1	5	-3.5	-0.6	i
COC(=O)Cc1ccc(NC(=S)NCC(C)C)cc1	1	-4	3	7	1.1	-2	3	-0.7	-0.5	i
Cc1cc(N2O[C@]34C=C[C@]25C[C@@H](O)CC[C@]5(C)C3CC[C@]2(C)[C@@H]([C@H](C)/C=C/[C@H](C)C(C)C)CC[C@H]24)no1 (some centres not stated)	3	-2	-3	-6	-0.4	10	7	0.3	0.8	i
CCOc1ccc2nc(NCCCNS(=O)(=O)c3ccc(C)cc3)c(C#N)cc2c1	-15	-4	-15	6	nt	0	5	2.7	-0.5	i
Cn1cc(C(=O)N2CCN(c3ccccc3)CC2)c(=O)c2cc(S(=O)(=O)N3CCOCC3)ccc21	-6	-2	9	-8	4.0	0	-5	-1.8	-0.2	i
CCN(CC1CCCN(CCc2cccc(F)c2)C1)C(=O)c1ccc(CSC)o1 (configuration not stated)	2	4	4	1	-0.5	-1	-5	2.2	0.0	i
COc1ccc(-c2csc3nc(C)n(-n4cccc4)c(=O)c23)cc1OC	1	3	-5	-2	3.8	-1	-6	-1.2	-0.3	i
O=C(/C=C/c1ccco1)Nc1cccc2cccnc12	63*	0	28	16	3.7	2	1	50*	0.1	i
CN(C)c1nc(-c2cn(CCC#N)c3ccccc23)cs1	-9	-3	3	-2	0.4	1	-4	1.2	0.6	i
CCC(C)Nc1nc2c(C)cccn2c(=O)c1C=Nc1ccc(OC)cc1 (configuration not stated)	-7	-2	-1	8	0.9	3	3	5.5	-0.3	i
Cc1ccc(N2CCN(C(=O)c3ccccc3NC(=O)/C=C\C(=O)O)CC2)cc1	21	2	-1	2	nt	-1	33	2.6	-1.1	i
O=C(Cn1cc(Cl)c([N+](=O)[O-])n1)NCCC1=CCCCC1	0	-4	-16	3	-0.8	1	-7	-0.9	0.7	i
C=C(C)C(=O)N1CC2(CC(c3cccc(NC(=O)CC)c3)=NO2)C[C@H]1C(N)=O (some centres not stated)	4	3	-2	-9	nt	-2	6	-3.0	-0.3	i
Cc1cc(Cl)ccc1OCC(=O)OCC(=O)NC1CCCC1	-1	0	4	-6	0.7	-2	-5	-0.7	-0.2	i
CCOCCCNC(=O)/C(C#N)=C/c1ccc([N+](=O)[O-])o1	-1	6	-13	5	1.3	2	12	-0.1	1.1	+
O=C(Nc1cccc(F)c1)OC(CN1CCCCC1)C(F)(F)F (configuration not stated)	2	-1	-1	-4	-0.1	-1	-6	2.2	-1.4	i
CC(=O)Nc1cccc(NC(=O)c2cc3ccccc3o2)c1	-2	4	19	3	1.2	0	-5	0.5	-0.3	i
O=C(CSc1nncc2ccccc12)N1CCCCC1	-1	-4	-1	1	-1.8	1	-7	1.9	-0.3	i
CCCC(C(=O)N1CCOCC1)N1C(=O)C2C3C=CC(C3)C2C1=O (configuration not stated)	9	2	0	1	-0.6	-3	1	-1.4	-0.4	i
O=C(CN1CCCC1)Nc1c(C(=O)C2CC2)oc2ccccc12	0	-2	-10	3	1.1	-2	-10	-0.6	-0.6	i
O=C(CSc1nc2[nH]ncc2c(=O)[nH]1)NCc1ccccc1	1	2	-2	-2	0.9	-3	-5	-2.2	0.0	i
CC(=NCCN1CCN(C(C)=C2C(=O)c3ccccc3C2=O)CC1)C1=C(O)CC(C)(C)CC1=O	-5	1	-7	-2	0.4	-3	-9	-7.4	-0.2	i
CN(C)C(=O)/C=C\c1cn(-c2ccccc2)nc1-c1ccc2c(c1)OCCO2	-4	-5	-14	-2	1.4	1	-4	1.5	-0.7	i
Cc1cc(C)c(NC(=O)CNC(=O)CNC(=O)C2CCCCC2)c(C)c1	-2	-4	5	-4	-1.0	-1	-3	-0.7	-0.4	i
Cc1cc(NC(=O)NC2CCCN2S(=O)(=O)c2ccc(Cl)cc2)no1 (configuration not stated)	-2	-3	1	-4	2.0	-4	-2	-1.4	0.0	i
Cc1cc(/C=C2\SC(=S)NC2=O)cc(C)c1O	-2	33	-25	-5	2.3	-2	21	-2.3	0.6	+
CN(Cc1cnc2nc(N)nc(N)c2n1)c1ccc(C(=O)NC(CCC(=O)O)C(=O)O)c2ccccc12 (configuration not stated)	5	5	10	4	2.1	-3	12	22	-0.1	i
CC(=O)N1N=C(c2ccccc2)CC1c1cccs1 (configuration not stated)	3	3	-4	2	0.9	1	-12	-1.0	-1.1	i
CCN1CCN(C(c2ccccc2)c2nnnn2C(C)(C)C)CC1 (configuration not stated)	nt	-4	7	-4	-1.4	nt	nt	0.8	-0.3	nt
CCCN(CC(=O)Nc1ccccc1C)C(=O)C1CCCN(C(=O)c2ccc(Cl)cc2)C1 (configuration not stated)	-10	1	-68	9	0.3	-2	-13	-11	-0.2	i
Cc1noc2ncnc(SCc3ccc(C(F)(F)F)cc3)c12	1	2	5	-5	-0.5	4	-21	2.4	-0.9	i
c1ccc(Oc2cccc(CN3CCCCC3)c2)cc1	2	8	4	7	1.0	-2	-4	-0.9	-0.7	i
COc1ccc(N2CC(C(=O)Nc3ccc4c(c3)OCCO4)CC2=O)cc1 (configuration not stated)	-3	0	-1	-4	-0.2	-1	-5	0.5	-1.0	i
COc1ccc(-c2noc(CN3C(=O)c4ccccc4C3=O)n2)cc1	-4	-3	-8	-1	-0.1	10	-11	0.6	-0.2	i
O=C(COC(=O)c1ccc(F)cc1)Nc1nc2ccc([N+](=O)[O-])cc2s1	-4	-4	-3	10	0.3	1	-9	1.1	0.1	i
C=CCn1c(SCC(=O)Nc2ccc(O)cc2)nc2sc(CC)cc2c1=O	1	1	3	-1	0.5	3	-7	1.4	0.0	i
O=C(O/N=C(/c1ccccc1)c1ccncc1)c1cccc(F)c1	-1	6	0	-3	0.1	-2	-6	1.3	-0.4	i
